PriA SSB inh – K. pneumoniae PriA-SSBct interaction inhibition | AlphaScreen SSBct-PriA binding, biotinylated peptide | inhibition, % at 33 µM | 0.6% of 430,000 active | AID 1272365; in the data active means inhibition mostly above about 37%, no sharp cut-off; inactive means mostly below about 20%;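 further: plate controls were negative control peptide for no effect and reference peptide for full effect; strong numbers were not always called active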
Starred values were filed as active, the others as inactive; i = inactive; & = joins results of further samples.

canonical_smiles	PriA SSB inh
Cc1cc(C)c(S(=O)(=O)Cc2nc(-c3ccccc3Cl)no2)cc1C	-7.0
O=C(Nc1ccc(-c2nc3cccnc3s2)cc1)c1ccc2c(c1)OCO2	4.0
CCOc1cc(-c2nnc(NC(=O)c3cccc4ccccc34)o2)cc(OCC)c1OCC	1.0
CN(C)C=Nc1nc(-c2ccc3ccccc3c2)cs1	-4.7
O=C1NC(=O)/C(=C/c2ccc(Br)cc2)S1	-4.0
O=c1[nH]c(=O)n(Cc2ccccc2)c(O)c1C=NNc1c(F)c(F)c(F)c(F)c1F	-3.4
COc1ccc(NC(=O)NCCCn2nc(-c3ccc(Cl)cc3)ccc2=O)cc1OC	-22.0
Cc1ccc(OCC(=O)NN=Cc2ccco2)c(C)c1	1.5
Cc1nc(Cl)cc(NN=Cc2ccc(O)cc2)n1	-1.1
CCCc1nc2ccccc2n1Cc1ccccc1F	5.0
CCOC(=O)c1ccccc1NC(=O)CN1CCc2nc(NC(=O)c3cnccn3)sc2C1	-5.0
CCN=C(NN=Cc1ccc([N+](=O)[O-])cc1)SC	-2.0
COc1ccccc1CCN=C(N)NS(C)(=O)=O	6.0
CCOC(=O)N1CCN(C(=O)Cn2cnc3c(cnn3CCO)c2=O)CC1	-8.0
COc1ccc(-c2noc(-c3c(C)cc(C)n(CC(=O)Nc4ccc(OC)c(Cl)c4)c3=O)n2)cc1	-10.0
CCNC(=S)NN=Cc1ccccc1[N+](=O)[O-]	-8.7
O=C(NCC1CCN(C(=O)c2ccoc2)CC1)c1cnccn1	-11.0
COc1cc(C(=O)NCC(=O)NN=Cc2ccc(-c3ccc([N+](=O)[O-])cc3)o2)cc(OC)c1OC	8.2
CCCCc1n[nH]c2c1C(=NOCC)CC(C)(C)C2	-10.6
O=C(Nc1nc(-c2ccccn2)cs1)c1cc(S(=O)(=O)N2CCOCC2)c(Cl)cc1Cl	76.2*
O=C(/C=C/c1cccs1)Nc1nnc(-c2cc3ccccc3o2)o1	9.0
OCc1nc2cc(Cl)c(Cl)cc2[nH]1	-25.0
CC(=O)c1ccc(-c2cccc(F)c2)o1	-13.0
COc1ccc(C(C)=NNC(=O)Cn2nc([N+](=O)[O-])cc2C)cc1	-9.8
CC(C)c1nnc(C2CCN(C(=O)c3ccc4nsnc4c3)CC2)o1	-5.0
O=C(NCCN1CCC(c2cccs2)CC1)C(=O)NCc1cccs1	-24.0
COc1ccc(C)cc1NC(=O)[C@H]1CCCN(c2ccc(-n3cccn3)nn2)C1	-5.0
COCCNC(=O)NCCc1csc(-n2cccn2)n1	-15.0
O=C(CN1C(=O)CCC1=O)NCc1nn(C2CCCC2)c2c1CCCC2	-9.0
O=C(NCc1cc(-c2cccs2)n(C2CCCC2)n1)C1CC(=O)N(c2ccccc2)C1 (stereo not drawn)	-4.0
CCOCCn1c(=NC(=O)Cc2ccc3c(c2)OCO3)sc2cc(F)cc(F)c21	-47.0
Cc1ccc(NC(=O)c2ccc(=O)n(CC(=O)Nc3ccccc3C(F)(F)F)n2)cc1	-2.0
O=C(COc1cccc2cccnc12)NN=Cc1ccccc1O	2.3
CCOc1ccnc2c1c(=O)n(CC(=O)Nc1cc(C)on1)c(=O)n2C	-3.0
Cc1nc(-n2nc(-c3cccs3)cc2NC(=O)C(=O)c2c(C)[nH]c3ccccc23)[nH]c(=O)c1C	-25.0
COCCN(Cc1ccoc1)C(=O)CSCc1ccccc1	-2.0
CC(=O)Nc1ccc(C(=O)N2CCN(C(=O)[C@H]3C[C@@H]3c3ccccc3)CC2)cc1	-15.0
CS(=O)(=O)N1CCN(C(=O)Cc2csc(Nc3ccc(F)cc3)n2)CC1	-15.0&6.0
CC(=O)Nc1cc(C)nn1-c1nc(C)c(C)c(=O)[nH]1	-2.0
O=C(Nc1nncs1)c1cccnc1	-2.0
COc1ccc(OC)c(NS(=O)(=O)c2ccc3c(c2)OCCCO3)c1	-10.0
O=C(NCCCn1ccc2cccnc21)c1ccc(OC(F)(F)F)cc1	-10.0
COc1ccc([C@@H]2SCCN2C(=O)c2ccc(-c3ccsc3)cc2)cc1	4.0
COc1ccccc1CNC(=O)CCCn1nc(-c2ccc(F)cc2)ccc1=O	-12.0&6.0
CC(C)(C)C1CCc2c(sc3nc(CCC(=O)N4CCCC4)[nH]c(=O)c23)C1 (stereo not drawn)	-14.0
Cc1c(C(=O)OCc2ccccc2F)nnn1-c1ccc(Cl)cc1	-10.0
COc1ccc(NC(=O)c2oc3ccccc3c2NC(=O)c2ccc(Br)o2)c(OC)c1	0.0
Cc1ccc(CS(=O)(=O)c2cn(CC(=O)Nc3nccs3)c3ccccc23)cc1	-14.0
O=C1CSC(=Nc2ccccn2)N1C1CCCCC1	-8.9
COc1ccc(C)cc1Nc1nc(C(=O)NCC2CCCO2)cs1 (stereo not drawn)	-17.0
Cc1nc2ccc(NC(=O)C3CCCC3)cc2c(=O)n1-c1ccccc1	-6.0
FC(F)(F)c1cccc(CSc2nccn3nc(-c4ccccc4)cc23)c1	-11.0
COCC(C)(O)CNC(=O)c1ccccc1SC (stereo not drawn)	0.0
COc1ccc(N(C[C@@H](O)CNCCC(=O)O)S(=O)(=O)c2ccc(C)cc2)cc1	0.0
COCCn1nc(CNC(=O)Cc2ccc(OC)c(OC)c2)cc1-c1ccco1	-13.0
COC(=O)c1cc(OCc2cccc(Cl)c2)c2cc(OC)c(OC)cc2n1	-14.0

New compounds follow.
canonical_smiles	PriA SSB inh
Nc1c(C(=O)c2ccccc2)sc2nc3c(c(-c4cccs4)c12)CCCCC3	0.0
COc1ccc(-c2cc3c(SCC(=O)Nc4ccc(OC)c(Cl)c4)nccn3n2)cc1	0.0
COc1ccc(NC(=O)c2ccc(S(=O)(=O)N(C)C3CCCC3)cc2)c2ccccc12	-2.0
CCN(CC)S(=O)(=O)c1ccc(C(=O)Nc2nnc(SCC(=O)Nc3nccs3)s2)cc1	4.0
O=C(Nc1nnc(COc2cccc3ccccc23)o1)c1ccc2c(c1)OCO2	-9.0
COc1cc(OC)cc(C(=O)Nc2nnc(-c3ccc(Br)cc3)o2)c1	-3.0
CCN(CC)c1ccc(/C=N\NC(=O)C2(O)c3ccccc3-c3ccccc32)cc1	-6.0
CC(=O)N1CCc2ccc(NC(=O)c3ccccc3F)cc2C1	3.0
CC(/C=C/c1ccco1)=NNC(=O)c1ccc(C)nc1	5.3
CC(C)(C)c1ccc(C(=O)Nc2scc(-c3ccc(F)cc3)c2C(=O)O)cc1	1.0
COCCc1noc(C2CCN(C(=O)c3sc(C)nc3C)CC2)n1	-2.0
O=C(O)C1CCN(c2cc(-n3ccnc3)ncn2)CC1	-3.0
COc1cc(C=NNC(=O)C(=O)Nc2ccccn2)ccc1O	-6.5
Cc1ccc(NC(=O)CCCNS(=O)(=O)c2ccc(Cl)cc2)cc1	-7.0
CN(C)c1ccc(CCNC(=O)c2ccc(Cl)c(Cl)c2)cc1	-15.0
Cc1ccc(Cl)cc1S(=O)(=O)Nc1ccc(-n2nnn(CC(N)=O)c2=O)cc1	-3.0
CCc1ccc(NC(=O)CC(C)=NNC(=O)COc2ccc(C)cc2Br)cc1	3.0
COc1ccc(C(=O)NN=Cc2ccc(N3CCOCC3)s2)cc1OC	7.7
COc1ccc(/C=C2/NC(=S)N(c3ccccc3)C2=O)cc1	-1.0
CCOC(=O)c1ccccc1NC(=O)CSc1nc2c(sc(=S)n2-c2ccccc2)c(=O)[nH]1	5.0
NC(=NOC(=O)Cc1ccc(-c2ccccc2)cc1)c1ccccn1	-14.4
NC(=NOC(=O)CCC1CCCC1)c1cccnc1	-7.2
CS(=O)(=O)c1cccc(S(=O)(=O)Nc2nc3ccccc3s2)c1	2.0
O=C(NCCOc1cccc(C(F)(F)F)c1)c1ccc(F)c(F)c1	-19.0
CCCCC[n+]1ccn(C2=C([O-])c3ccccc3C(=O)C2=NS(=O)(=O)c2ccccc2)c1	-14.3
O=S(=O)(NCCOc1ccc2nnc(-c3ccccc3)n2n1)c1cccc(Cl)c1	-6.0
CCSc1nnc(NC(=O)CCc2csc(NC(=O)NC3CCCCC3)n2)s1	-2.0
Cc1ccc(C=NNC(=O)c2csc(C)c2)o1	-2.0
O=C(NCC1CCN(C(=O)c2cccnc2)CC1)C(=O)Nc1cccnc1	-10.0
Cc1cc(C)n(-c2cc(NC(=O)C3c4ccccc4Oc4ccccc43)ncn2)n1	0.0
O=C(Nc1cccs1)N1CCCC(c2nnc(Cc3ccc(F)cc3)o2)C1 (stereo not drawn)	1.0
COc1nn(C)cc1C(=O)Nc1ccc(S(N)(=O)=O)cc1	2.0
COc1ccccc1C(=O)Nc1ccc2c(c1)N(C)C(=O)C(C)(C)CO2	17.0
O=c1ccc(-n2cccn2)n[nH]1	-3.0
CCOc1ccc2cc(/C=N\Nc3nc(-c4ccccc4)c4cc(Cl)ccc4n3)c(=O)[nH]c2c1	-3.0
Cc1ccc(C(=O)NN=c2oc3ccccc3cc2C(N)=O)cc1	-1.0
O=S(=O)(N=C(c1ccccc1)N1CCOCC1)c1cccs1	5.0
C[C@H]1CCCCN1S(=O)(=O)c1ccc(C(=O)Nc2nnc(-c3ccc4c(c3)CCCC4)o2)cc1	-23.0
COC(=O)CSC1CCN(C(=O)c2cccs2)C1 (stereo not drawn)	-5.0
COc1nn(C)cc1C(=O)NCCC(O)c1cccn1C (stereo not drawn)	-9.0
O=C(Nc1cccc2c1CCCC2)c1nnn(Cc2ccccc2F)c1-c1ccncc1	27.0
COC(C)(CNC(=O)c1cc(C)oc1C)c1ccccc1F (stereo not drawn)	-4.0
O=c1n(Cc2ccccc2Cl)nc(C2CC2)n1-c1ccccc1	-6.0
COC(=O)C(=NNc1ccccc1C(=O)OC)C(C)=NO	2.1
Cc1noc(C)c1CCC(=O)N1CCN(CCn2cccn2)CC1	-5.0
O=C(O)CSc1nc2c(cnn2-c2cccc(Cl)c2)c(=O)[nH]1	-19.0
CCOc1ccc(CC(=O)N2CCC3(CC2)OCCN3S(=O)(=O)c2ccc(F)c(C)c2)cc1	-20.0
Cc1ccc(-c2csc(NN=Cc3ccco3)n2)cc1	27.6
Cc1ccc(/C=C/S(=O)(=O)NCc2nn(C)c(=O)c3ccccc23)cc1	-4.0
CC(=O)c1ccc(S(=O)(=O)N2CCC(Cn3c(C(F)(F)F)nc4ccccc43)CC2)cc1	-9.0
CCC1(c2ccccc2)SC(=N)NC1=O (stereo not drawn)	-14.5
Cc1cccc(-n2c(CNC(=O)c3c(F)cccc3Cl)n[nH]c2=S)c1	4.0
CC(/C=C/c1ccc(OCc2ccccc2)cc1)=NO	0.3
O=C(CN1C(=O)CCC1=O)N1CCN(C(=O)C2CC2c2ccc(F)cc2)CC1 (stereo not drawn)	-18.0
Cc1cccc(NC(=O)CSc2nnc(CNC(=O)Cc3ccccc3)n2-c2cccc(Cl)c2)c1	14.0
O=C(Nc1nc2c(C(F)(F)F)cccc2s1)c1nc2ccccc2s1	-23.0

The list continues.
canonical_smiles	PriA SSB inh
COCCN1CCC(CNC(=O)C(=O)Nc2cc(Cl)ccc2OC)CC1	-9.0&-4.0
O=C1CSC(=N/N=C/c2ccco2)N1Cc1ccc(F)cc1	i
CCc1cnc2c(c1NCCCn1ccnc1)c(=O)n(C)c(=O)n2C	5.0
COC(=O)c1ccc(S(=O)(=O)NCc2cc(C)oc2C)cc1	-4.0
O=C(O)C1CCC(C(=O)N2CCCCC2)C1 (stereo not drawn)	-17.0
O=C(c1ccc(F)cc1Cl)N(Cc1ccsc1)CC(F)(F)F	-4.0
O=[N+]([O-])c1ccc(N2CCC(O)CC2)c2ncccc12	20.2
CCS(=O)(=O)N1CCc2ccc(NS(=O)(=O)c3cc(OC)ccc3OC)cc2C1	-2.0
Cc1cc(C=NN2CCN(C)CC2)c(C)n1-c1ccccc1F	0.8
COC(=O)C1C(C)=NC2=C(C(=O)CC(C)(C)C2)C1c1c(F)cccc1F (stereo not drawn)	-16.0
CC(=O)N1CCc2ccc(NC(=O)c3ccc(S(=O)(=O)N(C)C)cc3)cc21	-2.0
CN(C)S(=O)(=O)c1ccc(C(=O)NCCCn2nc(-c3ccccc3)ccc2=O)cc1	-10.0
O=C(Cc1c[nH]c2ccccc12)NN=Cc1ccc(F)cc1	-20.2
CCOc1ccc(-c2ccc(N3CCN(C(=O)Cc4cccs4)CC3)nn2)cc1	-9.0
Cc1cccc(NN=Cc2ccccc2O)c1	1.0
COc1ccc(C)cc1S(=O)(=O)N1CCC(c2nnc(-c3ccco3)s2)CC1	20.0
O=C(c1ccccc1Br)N1N=C(c2ccc(Br)cc2)CC1c1ccc(Br)cc1 (stereo not drawn)	6.0
CCOc1ccc(C2C(=C(O)c3ccc4c(c3)OCCO4)C(=O)C(=O)N2CCCN2CCOCC2)cc1 (stereo not drawn)	7.1
CC(=NNC(=O)c1ccc(-n2cnnn2)cc1)c1ccc(C)cc1	-5.3
NC(=O)c1ccc(-c2ccccc2)o1	-16.0
O=C(Nc1ccc(-c2ccc(=O)[nH]n2)cc1)c1c[nH]c(=O)n(Cc2ccccc2F)c1=O	4.0

Some of these compounds in order of molar mass, low to high.
canonical_smiles	PriA SSB inh
CC(=NNC(=O)c1ccc(-n2cnnn2)cc1)c1ccc(C)cc1	-5.3
COc1ccc(C)cc1S(=O)(=O)N1CCC(c2nnc(-c3ccco3)s2)CC1	20.0
O=C(c1ccccc1Br)N1N=C(c2ccc(Br)cc2)CC1c1ccc(Br)cc1 (stereo not drawn)	6.0

Bioassay records from PubChem BioAssay.

Only part of the results is shown (hit frequency here may not be typical).
